Bioassay records as filed in PubChem BioAssay.
PDI inh – blocks human protein disulfide isomerase activity; inhibition, % at 10 µM; 350,000 compounds, 0.052% hits; P07237; PDI insulin aggregation turbidity, A650, 90 min;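 active = mean inhibition across replicates of 30% or more, whatever share of single replicates reach that level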;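 note: absorbance from insulin aggregation driven by PDI reduction with DTT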
Target sequence (P07237 whole entry, looked up): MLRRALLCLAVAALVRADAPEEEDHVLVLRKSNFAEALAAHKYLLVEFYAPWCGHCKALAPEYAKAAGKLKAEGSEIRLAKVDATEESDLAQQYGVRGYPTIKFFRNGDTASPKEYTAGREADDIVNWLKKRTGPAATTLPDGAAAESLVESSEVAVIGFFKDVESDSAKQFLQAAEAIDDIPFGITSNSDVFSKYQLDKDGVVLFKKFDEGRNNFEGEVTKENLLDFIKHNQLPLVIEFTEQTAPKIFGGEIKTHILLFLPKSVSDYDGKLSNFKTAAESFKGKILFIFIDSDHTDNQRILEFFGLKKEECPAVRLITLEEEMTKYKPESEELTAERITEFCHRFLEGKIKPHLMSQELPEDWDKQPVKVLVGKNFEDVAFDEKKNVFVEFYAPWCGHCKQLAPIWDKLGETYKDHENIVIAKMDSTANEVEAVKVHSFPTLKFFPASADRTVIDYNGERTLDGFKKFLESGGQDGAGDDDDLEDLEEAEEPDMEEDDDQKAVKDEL
HTR2A ag – agonists of mouse serotonin 5-HT2A receptor (HTR2A) | 360,000 compounds, 0.66% hits | CHO-K1 mHTR2A beta-arrestin complementation, luminescence; percent of 30 µM serotonin response | activation, % at 7.6 µM | P35363;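 active = activation above a run cutoff, the mean activation of all tested compounds plus 3 SD, cut at about 14% in these data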;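 note: 0% = plate median of compound wells and 100% = 30 µM serotonin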
ABHD5-PLIN5 inh – blocks binding of human ABHD5 to perilipin-5; Split G. princeps luciferase complementation, luminescence, 4 h; inhibition, % at 4 µM; 360,000 compounds, 0.78% hits;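 active = inhibition above the mean inhibition across every tested compound plus 3 SD, cut at about 22% in these data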;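 note: 0% = DMSO only wells and the 100% control is not disclosed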
ABCB6 inh 2 – blocks the human ABCB6 transporter; fluorescence ratio to DMSO, % at 10 µM; Q9NP58; 360,000 compounds, 0.19% hits; K562-ABCB6 porphyrin accumulation, flow cytometry, 1 h; stronger effect = lower value;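 active = fluorescence ratio to DMSO below 75%, the collection mean minus 3 SD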;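 note: signal is porphyrin accumulated inside mitochondria; 100% equals median channel fluorescence of DMSO control wells; lower ratio means ABCB6 inhibition with less porphyrin fluorescence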
CaV13 ICDI inh – Disruptors of the CACNA1D IQ motif to Ca2+-dependent inactivation inhibitor domain association, primary screening, Förster resonance energy transfer in intact living …; inhibition, % at 12.3 µM; HEK cells, CFP/YFP FRET ICDI-IQ, plate reader, 10 min; percent FRET-ratio fall versus neutral wells; 340,000 compounds, 0.098% hits;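 active = mean replicate inhibition of at least 30% and at least 1% of replicates passing that level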;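 note: 0% = median of the neutral control wells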
Glyco luc inh – N-linked glycosylation inhibition | D54 ERlucT glycosylation luciferase reporter, 24 h; percent of 100 nM tunicamycin response | reporter increase, % at 12.5 µM | 360,000 compounds, 0.23% hits;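 active = mean luciferase reporter signal, scaled so untreated is 0 and the glycosylation-blocking control 100, at or above a set limit in every replicate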;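 note: luciferase carries N-glycosylation sites so blocking glycosylation raises the light; 0% = median of neutral control wells and 100% = median of 100 nM tunicamycin wells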
MC4R antag cAMP – antagonists of human melanocortin 4 receptor (MC4R) | inhibition, % at 6.5 µM | MC4R-expressing cells, MTII-stimulated cAMP, LANCE TR-FRET | 360,000 compounds, 0.48% hits | P32245;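 active = inhibition above its plate's cutoff, the mean of tested wells on that plate plus 3 SD, cut at about 29% in these data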;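 note: 0% = Melanotan II alone and 100% = Melanotan II plus saturating MCL0020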
Target sequence (P32245 whole entry, looked up): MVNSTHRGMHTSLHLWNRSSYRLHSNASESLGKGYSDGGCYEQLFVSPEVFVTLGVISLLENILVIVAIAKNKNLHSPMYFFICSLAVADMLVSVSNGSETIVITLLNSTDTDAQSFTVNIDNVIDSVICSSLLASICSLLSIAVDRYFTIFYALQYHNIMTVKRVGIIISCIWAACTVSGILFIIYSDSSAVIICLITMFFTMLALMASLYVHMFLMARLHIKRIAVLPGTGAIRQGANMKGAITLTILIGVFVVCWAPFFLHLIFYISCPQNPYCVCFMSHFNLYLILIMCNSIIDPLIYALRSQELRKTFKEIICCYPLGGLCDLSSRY
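Assay system: U2OS cells stably expressing human melanocortin 4 receptor (MC4R) / Dosing: 6.5 µM / Timing: compound 30 min, challenge 1 h, detection 1 h / Measured by: Eu-cAMP/anti-cAMP TR-FRET, emission 671 nm / Replicates: singlicate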
MC4R barr agon – human MC4R agonism via beta-arrestin. U2OS MC4R beta-arrestin complementation, luminescence; percent of melanotan II response, DMSO zero. activation, % at 8.9 µM. 360,000 compounds, 0.98% hits;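 active = activation above a per-plate cutoff, the mean activation of sample wells on that plate plus 3 SD, cut at about 8% in these data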
Exocytosis inh – lytic granule exocytosis inhibition | TALL-104 LAMP-1 surface exposure, flow cytometry; cells stimulated with thapsigargin and PMA | 360,000 compounds, 0.66% hits | inhibition, % at 10 µM;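 active = inhibition above about 55%, limit read from the data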
H9c2 protect – protects H9c2 cardiomyocytes from peroxide injury; H2O2 injury protection, ATPLite, 2 h; protection from H2O2 cell death, % at 20 µM; 360,000 compounds, 0.63% hits; AID 588492;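 active = compounds giving at least 50% protection of heart cells from peroxide-induced death in the single-dose screen, raw or plate-pattern-corrected value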;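 note: 0% = DMSO wells with peroxide and 100% = DMSO wells without peroxide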
* marks the source's active call; other numbers are inactive results; x = no result given. Rows were taken by chance. Share with any hit: about 4.2%.

SMILES	PDI inh	HTR2A ag	ABHD5-PLIN5 inh	ABCB6 inh 2	CaV13 ICDI inh	Glyco luc inh	MC4R antag cAMP	MC4R barr agon	Exocytosis inh	H9c2 protect
CCOc1ccccc1NC(=S)C(=C([O-])c1ccc2c(c1)OCCO2)[n+]1ccc(CC)cc1	-15	-2	-8	91	-10	0	3	-0.5	9	3
Cc1cc(C)c(OCC(O)CN2CCN(c3ccccn3)CC2)c(C)c1 (centres undefined)	6	11	0	103	1	2	6	1.4	-9	2
Cc1ccc(NC(=O)NCCCN2CCOCC2)cc1	0	3	-7	94	x	1	7	0.0	2	1
COC(=O)C[C@@H]1C=C[C@H](NC(=O)Nc2ccc(F)cc2)[C@@H](CO)O1	x	2	0	x	-5	x	x	x	3	x
CCc1noc(C)c1C(=O)Nc1nc(-c2ccc(Cl)cc2Cl)cs1	-1	4	-6	94	-5	-5	6	5.2	0	-25
Cc1ccc(Cl)cc1NC(=O)CSC(N)=O	13	1	-4	100	-5	2	18	-0.4	-2	-6
CCOC(=O)c1sc(NNC(=O)c2ccc(C)cc2)nc1C	-13	-3	-11	95	-21	1	4	-2.6	-8	12
CCN(CC)CCOC(=O)/C=C/c1ccccc1OC	1	0	-2	99	-7	1	-4	-0.4	-4	5
Cc1cc(C(=O)NNC(=O)c2ccc(C)s2)c(C)o1	-5	0	6	95	-16	4	-2	-0.7	0	-2
Cc1ccc(NC(=O)Cn2nnc(-c3ccccc3NC(=O)c3cccs3)n2)cc1	0	5	-3	91	x	10	-15	-0.3	5	-4
Cc1cc(N2CCN(c3ccc(F)cc3)CC2)nc2cc(O)ccc12	-2	-9	2	96	-8	-2	12	0.6	26	-26
O=C(Nc1ccccc1)c1ccc2c(c1)OCCCO2	0	-2	1	94	-2	-11	2	-2.3	-20	-20
CCCn1c(C2CC(=O)N(c3cc(OC)ccc3OC)C2)nc2ccccc21 (centres undefined)	x	-6	1	101	-6	-1	6	-0.5	4	23
COc1cccc(Nc2ncc(C#N)c(N)n2)c1	-2	-3	-2	99	-5	-1	3	-0.8	-2	2
Cc1sc(NC(=O)c2ccc(Br)s2)c(C(N)=O)c1C	-7	2	4	103	-4	-8	18	1.1	-1	-14
COc1ccc(Cn2nnnc2C(c2ccccn2)N2CCN(c3cc(Cl)ccc3C)CC2)cc1 (centres undefined)	10	1	4	90	x	-11	5	0.7	4	-7
COc1cc(/C=C/C(=O)O)ccc1OCc1cnc(Cl)s1	3	5	-3	97	-5	1	-6	1.4	1	-5
CCOC(=O)c1nn(-c2ccc(F)cc2)c(=O)c2c(N)scc12	-3	-3	-31	101	4	1	16	0.7	0	-3
Cc1cccn2c(=O)c3cc(C(=O)NC(C)C)c(=N)n(Cc4ccncc4)c3nc12	4	-1	2	101	x	-1	18	-0.8	4	18
CCOC(=O)c1cnc2c(Cl)cccc2c1NCCN(C)C	14	-1	2	113	-2	-1	5	-0.3	2	7
Cc1[nH]c2ccccc2c1C(=O)/C=C/c1ccccc1	0	-2	0	100	-7	3	-6	-1.4	1	10
O=C(CCN1CCCCC1=O)NC1CCCc2c1cnn2-c1ccccc1F (centres undefined)	3	-7	-6	86	-2	-1	25	-0.8	13	0
COc1ccccc1NC(=O)CS(=O)(=O)c1cn(CC(=O)N(C(C)C)C(C)C)c2ccccc12	1	-1	1	95	x	3	6	-1.3	-2	2
COc1cc(-c2c(C(=O)c3ccccc3)[nH]c(N)c2C(N)=O)ccc1F	x	9	4	94	-3	x	x	x	-5	x
Cc1cccc(N2CCN(C(=O)N3CCCCC3)CC2)c1C	2	4	1	102	-5	-2	22	0.7	1	0
CCN(CC)S(=O)(=O)c1ccc(-c2nnc(SCC(=O)Nc3nnc(C)s3)n2CC)cc1	1	7	5	98	-5	1	9	-1.2	-2	4
Cc1c(NC(=O)Nc2cccc(C(F)(F)F)c2)c(=O)n(-c2ccccc2)n1C	3	-1	2	94	-5	-1	-2	-1.9	-4	-2
COc1cc(/C=C/C(=O)O[C@H]2[C@H](O[C@@H]3O[C@@H](C)[C@H](O)[C@@H](O)[C@H]3O)[C@@H](O)[C@H](OCCc3ccc(O)c(OC)c3)O[C@@H]2CO)ccc1O	2	4	1	102	-10	2	8	0.9	33	-4
CCOc1ccc(NC(=O)c2ccc(NC(=O)C3CCCO3)cc2)cc1 (centres undefined)	2	0	-8	98	-7	-1	-2	0.5	-10	0
CC(C)C[C@@H](CNCC(=O)[C@H](Cc1c[nH]c2ccccc12)NC(=O)c1[nH]cnc1C(=O)N[C@@H](C)CN)NC(=O)c1nc[nH]c1C(=O)N[C@@H](CC(=O)O)C(=O)O	1	-3	1	99	-3	-1	-2	-0.6	-2	-1
CCOC(=O)c1oc2ccccc2c1COC(=O)CNC(=O)c1ccccc1	5	3	-4	88	-5	0	-2	-2.3	-2	-5
Cc1c(Cl)cccc1NC(=O)CNC(=O)c1cn(-c2ccccc2)nc1-c1cccnc1	0	-10	-8	97	-5	2	16	3.2	19	1
CN(c1ccc(C(=O)NCc2ccncc2)cc1)S(=O)(=O)c1ccc(Cl)cc1	3	-3	-2	97	-4	-4	-5	-0.9	-5	1
C=CCSc1nc(-c2ccc(OC)cc2)c(C#N)c(=O)n1CC=C	5	-3	3	96	x	-5	8	-1.2	24	-26
Nc1nccc(N2CCCCC2)n1	2	-3	-2	94	-6	0	-5	-1.3	-4	-1
COc1cccc(NC(=O)C2C3C=CC4(O3)C2C(=O)N(C(C)C)C4C(=O)NC2CCCCC2C)c1 (centres undefined)	5	-1	-5	83	-4	0	2	-2.4	-2	2
O=S(=O)(NCC1CCCO1)c1ccc(S(=O)(=O)N2CCCC2)cc1 (centres undefined)	5	-1	3	101	-7	0	11	1.6	4	2
O=C(NCC(c1cccnc1)N1CCOCC1)Nc1ccccc1 (centres undefined)	-1	4	-1	96	x	2	-3	0.5	-4	6
CN(C)c1ccc(NC(=O)CN2C3CCCC2CC(NC(=O)c2ccccc2)C3)cc1 (centres undefined)	-3	0	3	98	-17	-4	1	0.3	11	7
O=C(C(Sc1ccccc1)c1ccccc1)N1CCOCC1 (centres undefined)	-3	-2	1	95	-6	0	4	-0.7	-3	2

Some entries already given, limited to MC4R antag cAMP.
compound,MC4R antag cAMP
CN(C)c1ccc(NC(=O)CN2C3CCCC2CC(NC(=O)c2ccccc2)C3)cc1 (centres undefined),1
O=C(C(Sc1ccccc1)c1ccccc1)N1CCOCC1 (centres undefined),4

Further entries follow:
SMILES	PDI inh	HTR2A ag	ABHD5-PLIN5 inh	ABCB6 inh 2	CaV13 ICDI inh	Glyco luc inh	MC4R antag cAMP	MC4R barr agon	Exocytosis inh	H9c2 protect
c1ccc(Nc2nc(NCc3ccco3)c3ccccc3n2)cc1	2	-7	-1	107	0	-10	-11	-0.7	77*	-15
O=C(NCc1ccc(N2CCCC2=O)cc1)NC1CCCCC1	3	-5	6	101	-3	-1	-2	-2.0	0	-3
Cc1ccc(C)c(CNS(=O)(=O)c2c(C)[nH]c(C)c2C(=O)N2CCCCC2)c1	12	-2	-3	102	-14	-2	4	-1.3	2	-2
CC(C)CNS(=O)(=O)c1ccc(CCC(=O)NCc2ccncc2)cc1	-1	0	-4	101	-3	3	0	-2.3	-5	1
COC(C[C@H]1O[C@H]1C(=O)[C@@H](C)OCc1ccccc1)OC	0	0	1	99	-11	2	18	-0.5	-1	0
CC(Sc1ccc(S(=O)(=O)N2CCCC2)cn1)C(N)=O (centres undefined)	4	-4	-3	101	-2	-2	6	-1.6	-4	16
Cc1ccc(-n2c(C)cc(/C=N/Nc3ccc([N+](=O)[O-])cn3)c2C)cc1	5	0	-1	122	-6	-5	12	0.7	-3	0
COc1ccc2c(c1)CC(C)C/C2=N\NC(=O)c1ccco1 (centres undefined)	-4	-1	-4	91	4	-1	3	-2.2	10	4
Cc1nn(Cc2c(F)c(F)c(F)c(F)c2F)c(C)c1NC(=O)c1nn(C)cc1[N+](=O)[O-]	1	-2	4	94	-8	-4	13	-0.6	-1	-1
N#Cc1ccsc1NC(=O)CN1CCCCCC1	1	0	1	90	x	-1	-2	0.9	-2	5
CC(Sc1ccc(Cl)cc1)C(=O)NNC(=O)c1ccco1 (centres undefined)	4	3	1	101	-6	-1	7	-0.8	-8	2
O=C(NNC(=O)c1csc(-c2cccnc2)n1)c1ccccc1	1	-6	-6	104	-4	1	17	-1.3	0	12
COc1ccc(-c2nc(SC(CC(=O)NCCO)c3cccs3)n[nH]2)cc1 (centres undefined)	3	-3	-1	100	13	0	1	-2.3	3	1
CN(Cc1ccco1)C(=O)c1c[nH]c2ccc(S(=O)(=O)Nc3ccc4c(c3)OCCO4)cc2c1=O	16	-3	4	95	-5	0	8	-1.6	-2	-7
CCOC(=O)N1CCc2c(sc(NC(=O)CN3CCOCC3)c2C#N)C1	5	9	3	104	-20	-2	2	0.8	-2	4
O=C(CSc1nnc(C2COc3ccccc3O2)o1)Nc1nccs1 (centres undefined)	x	0	-8	100	x	1	-1	-0.6	3	13
Cc1c(NC(=O)C2(c3ccc(Cl)cc3)CCCC2)c(=O)n(-c2ccccc2)n1C	3	0	-1	95	-3	-1	13	-1.5	3	-6
COc1ccc(NC(=O)CSc2nnc(-c3cc(C)[nH]n3)n2N)cc1OC	-6	-2	1	100	-15	-1	-2	-3.2	-2	8
NC(CCc1ccccc1)c1csc(Nc2ccc(C(=O)NCCO)cc2)n1 (centres undefined)	-6	-4	-1	101	-6	1	7	1.2	-1	-1
NC(=O)c1ccsc1NC(=O)c1ccc(S(=O)(=O)N2CCCC2)cc1	-3	-2	2	100	-6	1	4	0.2	-3	11
CC(C)OC(=O)/C=C1\C[C@@H](c2ccccc2C(F)(F)F)O[C@@H](c2ccccc2C(F)(F)F)O1	x	3	-23	x	-5	x	x	x	16	x
COC(C(=O)Nc1ccnn1C1CCN(C(=O)c2ccc(C=O)cc2)CC1)c1ccccc1 (centres undefined)	4	3	10	98	-2	2	4	0.5	3	0
C=CCOc1ccc(CNCCc2ccc(S(N)(=O)=O)cc2)cc1	4	-5	-2	100	4	-2	6	-1.2	1	8
Cc1nnc(SCC(=O)NCCN2C(=O)CSC2=O)n1-c1ccccc1	11	-2	4	98	-18	1	4	-0.1	-3	6
O=C1CCN(CCc2ccccc2)CCN1[C@H](CO)c1ccccc1	0	3	5	100	-9	0	7	1.6	12	2
Cc1ccc(C)c(OCC(=O)NCC(C)C)c1C	-4	0	0	104	-19	3	16	1.2	1	0
CC(C)NC(=O)C1(C)CN(S(C)(=O)=O)CC(=O)N1CC(F)(F)F (centres undefined)	x	-2	17	x	-7	x	x	x	1	x
COc1ccc(NC(=O)C2Cc3c(-c4cccc(F)c4)ccnc3O2)cc1 (centres undefined)	0	-5	0	95	-7	2	-2	-1.5	-11	9
C=C(C)Cn1c(=O)c2c(nc3n2CC(C)CN3Cc2ccccc2)n(C)c1=O (centres undefined)	4	-3	-10	103	-15	2	-2	-1.6	-4	0
